Screens (PubChem BioAssay)
KCNQ2 block: KCNQ2 potassium channel inhibitors, primary screen, cell-based, CHO-K1, FluxOR thallium flux, B-score (AID 2156); actives 1.1% (n = 310,000); 20 min; active compounds read low; B-score at 10 µM; O88943;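 active means fluorescence ratio B-score at most minus 3 library SDs, with starting brightness B-score within 2 library SDs, cut at about -5.5 in these data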
Target sequence (O88943 whole entry, looked up): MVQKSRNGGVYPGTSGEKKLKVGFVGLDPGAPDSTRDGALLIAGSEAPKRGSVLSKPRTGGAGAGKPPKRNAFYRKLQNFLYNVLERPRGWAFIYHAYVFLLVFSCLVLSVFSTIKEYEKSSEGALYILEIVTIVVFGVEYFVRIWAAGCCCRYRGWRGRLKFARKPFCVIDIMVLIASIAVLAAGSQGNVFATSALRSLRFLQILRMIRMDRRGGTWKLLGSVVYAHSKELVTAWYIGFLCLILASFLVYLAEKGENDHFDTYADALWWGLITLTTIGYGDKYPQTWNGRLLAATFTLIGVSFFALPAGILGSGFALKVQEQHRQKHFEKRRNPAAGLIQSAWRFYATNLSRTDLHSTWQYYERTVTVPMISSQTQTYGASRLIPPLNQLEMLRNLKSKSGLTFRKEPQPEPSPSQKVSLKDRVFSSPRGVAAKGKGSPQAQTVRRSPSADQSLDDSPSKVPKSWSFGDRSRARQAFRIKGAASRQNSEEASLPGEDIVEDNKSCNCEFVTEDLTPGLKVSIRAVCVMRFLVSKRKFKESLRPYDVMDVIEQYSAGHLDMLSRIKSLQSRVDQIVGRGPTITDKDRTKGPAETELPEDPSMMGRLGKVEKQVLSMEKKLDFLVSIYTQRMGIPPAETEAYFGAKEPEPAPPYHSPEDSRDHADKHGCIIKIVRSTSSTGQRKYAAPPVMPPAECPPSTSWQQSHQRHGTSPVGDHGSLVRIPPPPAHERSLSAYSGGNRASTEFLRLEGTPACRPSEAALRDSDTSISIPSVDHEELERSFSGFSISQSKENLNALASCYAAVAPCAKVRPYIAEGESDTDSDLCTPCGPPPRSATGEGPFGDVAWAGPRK
CHT inh: human CHT choline transport inhibition; CHT-expressing cells, membrane potential dye, choline response; active compounds read low; B-score at 10 µM; actives 0.86% (n = 310,000); AID 488975;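 active means B-score over 3 SD under the library average, and starting fluorescence ratio not unusually high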;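 further: choline stimulus applied at its EC90 after an EC20 pre-addition; B-score computed on integrated fluorescence ratio after choline addition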
Starred values were filed as active, the others as inactive; i = inactive; · = no result given.

item | KCNQ2 block | CHT inh | mol
1 | i | i | Cc1c(/C=C(\C#N)C(=O)NCc2ccccc2)cc(C#N)n1C
2 | i | i | O=C(c1ccccn1)N1CCN(C(=O)c2ccccn2)CC1
3 | i | i | O=C(NNC(=S)NCc1ccc(Cl)cc1)c1ccc2c(c1)OCO2
4 | i | i | Cc1ccc(S(=O)(=O)N2CCN(C(=O)Cc3ccsc3)CC2)c(C)c1
5 | i | i | CCc1cccc(C)c1NC(=O)CO/N=C(\N)CC(=O)NC1CCCCC1
6 | i | i | CC(C)(C)c1ccc(-c2noc(-c3ccc4c(c3)CCO4)n2)cc1
7 | i | i | CCCc1nc2ccccc2c(=O)n1CC(=O)c1ccccc1
8 | i | i | COc1cc(/C=C/C(=O)c2ccc3c(c2)OCCO3)cc(OC)c1OC
9 | i | i | Cc1cc(C)c[n+](-c2nc3ccccc3nc2[N-]S(=O)(=O)c2ccc(Br)s2)c1
10 | i | i | O=C(Nc1ccccc1C(=O)O)c1ccc(Cl)c(S(=O)(=O)N2CCOCC2)c1
11 | i | i | CCN(CC)CCNC(=O)C1CCN(S(=O)(=O)N2CCCCC2)CC1
12 | i | i | Cc1ncoc1C(=O)N1CCCC(C(=O)Nc2cccc(-c3ccc(F)cc3)c2)C1 (stereo not given)
13 | i | i | COc1cc(C(F)(F)F)nc2ccc(C#CCOC(=O)Nc3ccccc3)cc12
14 | i | i | CC1CN(C2CCN(S(=O)(=O)Cc3ccccc3)CC2)CC(C)O1 (stereo not given)
15 | i | i | CCOC(=O)CCc1c(C)nc2cc(-c3ccc(Cl)cc3)[nH]n2c1=O
16 | i | i | CC(=O)Nc1ccc(NC(=O)C(C)OC(=O)/C=C/c2cccs2)cc1 (stereo not given)
17 | i | · | CCOC(=O)C1Cc2cc3c(cc2C1=O)CC(C(=O)OCC)C3=O (stereo not given)
18 | i | i | CCc1ccc(NC(=O)C2CCN(S(=O)(=O)c3c(C)noc3/C=C/N(C)C)CC2)cc1
19 | i | i | N#C/C(=C\c1c(N2CCCCCC2)nc2ccccn2c1=O)C(N)=O
20 | i | i | COc1ccc(C(=O)Nc2cccnc2)cc1S(=O)(=O)N1CCOCC1
21 | i | i | COC(=O)N/N=C(C)/C=C/c1ccccc1
22 | i | i | COc1ccc(CN2CCC(C(=O)c3ccc(Cl)cc3)CC2)cc1
23 | -5.69* | i | CCOC(=O)C1=NN(c2cccc(Cl)c2)C2=NC(C)=C(C(=O)OC)C(c3cccs3)N12 (stereo not given)
24 | i | i | S=c1[nH]nc(C2(c3ccccc3)CCCC2)o1
25 | i | i | CCC(=O)Nc1c(-c2ccccc2Cl)c(=O)c2ccccc2n1C
26 | i | i | COc1ccc(/C=C(\C#N)C(=O)OCC(=O)NC2CC2)cc1
27 | i | i | O=S(=O)(NCc1ccco1)c1ccc2c(c1)Cc1ccccc1-2
28 | i | i | O=C(O)C1CC=CCC1C(=O)NCCc1cccc(Cl)c1 (stereo not given)
29 | i | i | CSc1nc(C)c(Cc2ccccc2)c(=O)[nH]1
30 | i | i | CC(c1nnc(SCC(=O)Nc2cccnc2Cl)n1-c1ccccc1)N(C)C (stereo not given)

Continued.
item | KCNQ2 block | CHT inh | mol
31 | i | i | O=C(O)COc1ccc(-c2nccc(-c3cccs3)n2)cc1
32 | i | i | COc1cc(C(=O)NCCSc2ccc(Br)cc2)cc(OC)c1OC
33 | i | i | O=C(CNC(=S)N(Cc1ccccc1)Cc1cccnc1)NC1CCCCC1
34 | i | i | CCOc1ccc(N(CC(=O)NCc2ccc(C)cc2)S(=O)(=O)c2c(C)[nH]c(=O)[nH]c2=O)cc1
35 | i | i | O=C(Nc1ccccc1Oc1ccccc1)c1cccs1
36 | i | i | COc1cc(/C=C2\C(=N)N3N=C(C)SC3=NC2=O)cc(OC)c1OCCOc1ccccc1C
37 | i | -5.14* | Cc1noc(/C=C/c2cccs2)c1S(=O)(=O)N1CCC(C(=O)NCCCN2CCC(C)CC2)CC1
38 | i | i | COC(=O)c1cc(COc2ccc3c(c2)oc(=O)c2ccccc23)c(C)o1
39 | i | i | COc1ccccc1/C=C/C=N/n1c(-c2ccccn2)n[nH]c1=S
40 | i | i | N#CC(C#N)=c1ccc2c(c1)N1C(c3ccccc3)=CC(c3ccccc3)C3CCCCC31N=2 (stereo not given)
41 | i | i | CCOc1ccc(NCc2cccn2-c2nnc(N3CCC(C(=O)NCCCN4CCCCC4C)CC3)s2)cc1 (stereo not given)
42 | i | i | CCOc1ccccc1N1CCN(C(=O)c2ccc3c(c2)OCO3)CC1
43 | i | i | O=C(COC(=O)/C=C/c1cccc([N+](=O)[O-])c1)NCCCN1CCCC1=O
44 | i | i | Clc1ccc(-c2cc(COc3ccc4ccccc4c3)no2)cc1
45 | i | i | CCOC(=O)c1sc(/N=C/c2c(O)ccc3ccccc23)cc1C
46 | i | i | COc1cc(C(=O)Nc2ccc(C(=O)c3cccs3)cc2)cc(OC)c1OC
47 | i | i | Cc1ccc2nc3sc(C(=O)N4CCCc5ccccc54)c(N)c3cc2c1
48 | i | i | O=C(NNC(=S)NC1CC2C=CC1C2)c1cccnc1 (stereo not given)
49 | i | i | CC(C)NC(=O)c1cc2c(C(F)(F)F)nn(C)c2s1
50 | i | i | C/C(=N\NC(=S)NCc1ccccc1)c1ccc(Cl)cc1
51 | i | · | COc1cc(-c2ccc(NC(=O)CN3CCC(C)CC3)c(OC)c2)ccc1NC(=O)CN1CCC(C)CC1
52 | i | i | C=CCSc1nn2c(=O)c3ccccc3nc2s1
53 | i | i | COc1cc(/C=C2/C(=O)N(c3ccc(C(=O)O)cc3)N=C2C)cc(OC)c1O
54 | i | i | CCOC(=O)Cn1nnc(-c2cccc(OC)c2)n1
55 | i | i | COc1ccc(-c2cc3ncc(C(C)=O)c(C)n3n2)cc1
56 | i | i | NC(=S)NNc1c(F)c(F)c(F)c(F)c1F
57 | i | i | O=C(Nc1ccc(NC(=O)c2ccccc2)nc1)c1ccncc1
58 | i | i | Cc1cccc2nc(CNc3ccc(F)cc3)cn12
59 | i | i | CCN(CC)C(=O)CSc1nnc(-c2ccco2)n1Cc1ccco1
60 | i | i | CC(C)CN(CC(C)C)c1nc(N)c(C#N)c(CC#N)c1C#N

Grouped by structure: the entries above with a cyano group (5)
item | KCNQ2 block | CHT inh | mol
1 | i | i | Cc1c(/C=C(\C#N)C(=O)NCc2ccccc2)cc(C#N)n1C
19 | i | i | N#C/C(=C\c1c(N2CCCCCC2)nc2ccccn2c1=O)C(N)=O
26 | i | i | COc1ccc(/C=C(\C#N)C(=O)OCC(=O)NC2CC2)cc1
40 | i | i | N#CC(C#N)=c1ccc2c(c1)N1C(c3ccccc3)=CC(c3ccccc3)C3CCCCC31N=2 (stereo not given)
60 | i | i | CC(C)CN(CC(C)C)c1nc(N)c(C#N)c(CC#N)c1C#N

Carrying on:
item | KCNQ2 block | CHT inh | mol
61 | i | i | O=C(O)c1cccc(NS(=O)(=O)c2ccc(Cl)c(C(=O)Nc3cccc([N+](=O)[O-])c3)c2)c1
62 | i | i | CCOc1cc(C(=O)Nc2nnc(C)s2)cc(OCC)c1OCC
63 | i | i | CCn1ncc(C(=O)Nc2ccc(S(=O)(=O)N3CCCC3)cc2)c1C
64 | i | i | CCOC(=O)C1CCN(C(=O)CNC(=O)c2nn(-c3ccc(OC)cc3)c(=O)c3ccccc23)CC1
65 | i | i | O=C(CCS(=O)(=O)c1cccc2nonc12)N1CCCc2ccccc21
66 | i | i | C/C(CC(=O)Nc1cccc(C(F)(F)F)c1)=N\NC(=O)C(=O)NCC(C)C
67 | i | i | COc1ccc(OC)c(C(=O)Cn2cnc3ccccc3c2=O)c1
68 | i | i | CCCC1=C(C(=O)OCC)C(c2ccncc2)n2ncnc2N1 (stereo not given)
69 | i | · | C[C@@H](C(=O)N1CCN(C(=O)OC(C)(C)C)CC1)n1cc(-c2cn([C@@H](C)C(=O)N3CCN(C(=O)OC(C)(C)C)CC3)nn2)nn1
70 | i | i | COc1cc(C(=O)N2CCN(C/C=C/c3ccccc3)CC2)cc(OC)c1C
71 | i | i | CC(=O)Nc1sc2c(c1C#N)CCC(C)C2 (stereo not given)
72 | i | i | CC(NC(=O)c1cccc(S(=O)(=O)N2CCN(C)CC2)c1)c1ccc(Cl)cc1Cl (stereo not given)
73 | i | i | OCCNc1nc2ccccc2[nH]1
74 | i | i | Cc1cc(NC(=O)C(C)SCC(=O)Nc2cc(C(F)(F)F)ccc2N2CCOCC2)no1 (stereo not given)
75 | i | i | N/C(=N\C(=S)Nc1ccccc1)c1ccccc1
76 | i | i | Cc1ccc(C)c(OCCC(=O)NCCc2ccc(Cl)cc2)c1
77 | i | i | CCN(C(=O)Cn1cc(C(C)=O)c2ccccc21)c1ccccc1
78 | i | i | COc1ccc(-c2csc3nc(C)nc(N4CCCCC4)c23)cc1OC
79 | i | i | CC1(C)Cc2ccccc2C(COc2ccccc2)=N1
80 | i | i | C=CCN1C(=O)CSC1=Nc1ccc(C(=O)O)cc1
81 | i | i | CCOc1ccc(CC(=O)NNC(=S)NC)cc1Br
82 | i | i | O=C(CCCN1C(=O)/C(=C/c2ccccc2)SC1=S)Nc1ccc(O)cc1
83 | i | i | Cc1ccc(C(C(=O)NC(C)(C)C)N(CC2CCCO2)C(=O)Cn2nnc(-c3ccc(C)o3)n2)cc1 (stereo not given)
84 | i | i | COc1ccc(N(C(C)C(=O)N/N=C/c2ccc(OC)c(OC)c2)S(C)(=O)=O)cc1 (stereo not given)
85 | i | i | CCCCOc1ccc(C(=O)NCC(=O)NCC(c2ccco2)N2CCCCC2)cc1 (stereo not given)
86 | i | i | CN(CC(=O)Nc1ccccc1Br)C(=O)c1ccc(COc2ccccc2)cc1
87 | i | i | CCOc1ccc(C2/C(=C(\O)c3ccc4c(c3)OCCO4)C(=O)C(=O)N2CCN2CCOCC2)cc1OCC (stereo not given)
88 | i | i | CC1(C)CC2CC(C)(CN2C(=O)C23CCC(C)(C(=O)O2)C3(C)C)C1 (stereo not given)
89 | i | i | CC(=O)Nc1ccc(S(=O)(=O)N(C)CC(=O)OCC(=O)N2CC(C)OC(C)C2)cc1 (stereo not given)
90 | i | i | COc1ccc(CNC(=O)[C@@H](NC(=O)C2CCN(S(=O)(=O)c3ccc(C)cc3)CC2)C(C)C)cc1OC

Some of the entries above, set out differently.
Values in the order – KCNQ2 block	CHT inh
(54) CCOC(=O)Cn1nnc(-c2cccc(OC)c2)n1
    i	i
(55) COc1ccc(-c2cc3ncc(C(C)=O)c(C)n3n2)cc1
    i	i
(56) NC(=S)NNc1c(F)c(F)c(F)c(F)c1F
    i	i
(57) O=C(Nc1ccc(NC(=O)c2ccccc2)nc1)c1ccncc1
    i	i
(58) Cc1cccc2nc(CNc3ccc(F)cc3)cn12
    i	i
(59) CCN(CC)C(=O)CSc1nnc(-c2ccco2)n1Cc1ccco1
    i	i

Continued.
item | KCNQ2 block | CHT inh | mol
91 | i | i | CSc1ccc(Cl)c(C(=O)OCC(=O)N(C)CCC#N)c1
92 | i | i | Fc1ccc(COc2ccccc2CNc2nn[nH]n2)cc1
93 | i | i | O=c1[nH]c(N/N=C\c2ccc3c(c2)OCO3)nc2ccccc12
94 | i | i | COc1ccc(Nc2sc(C(=O)c3ccc(Cl)cc3)c(N)c2C(=O)Nc2ccccc2OC)cc1
95 | i | i | CCC(Oc1ccccc1)C(=O)Nc1ccccc1C(=O)N1CCOCC1 (stereo not given)
96 | i | i | Cc1c(C)c2ccc(OCC(=O)N[C@@H](Cc3c[nH]c4ccccc34)C(=O)O)cc2oc1=O
97 | i | i | CCn1c(C)cc2c(c1=O)C(c1ccccc1)C(C(=O)OC)=C(N)O2 (stereo not given)
98 | i | i | N#Cc1ccccc1Sc1ccccc1C(=O)NCC(c1ccco1)N1CCCC1 (stereo not given)
99 | i | i | CCCOc1ccc(/C(O)=C2/C(=O)C(=O)N(CCCOC)C2c2cccnc2)cc1 (stereo not given)
100 | i | i | CN(Cc1ccc(OC(F)F)cc1)C(=O)c1ccc2c(=O)n3c(nc2c1)CCC3
101 | -6.21* | i | CC(C)N(Cc1nc(-c2ccc(Cl)cc2)no1)C(=O)C(c1ccccc1)c1ccccc1
102 | i | i | Cc1cc(-c2ccc(Cl)cc2)oc(=O)c1NC(=O)c1ccccc1
103 | i | i | COc1ccc(NC2CCCN(C(=O)CCc3cccc(Cl)c3)C2)cc1 (stereo not given)
104 | i | i | CNS(=O)(=O)c1ccc(Cl)nc1
105 | i | i | COc1ccc(N(CC(=O)Nc2c(C)cccc2C)S(=O)(=O)c2ccccc2[N+](=O)[O-])c(OC)c1
106 | i | i | COc1cc([N+](=O)[O-])cc(/C=N/NC(=O)Cn2cncn2)c1O
107 | i | i | CCNC(=O)COC(=O)c1ccc(S(=O)(=O)N2CCCCCC2)cc1
108 | -7.73* | i | CC(Oc1ccc(F)cc1)C(=O)Nc1ccccc1N1CCCCC1 (stereo not given)
109 | i | i | COc1ccc(NC(=O)c2sc(SC)nc2N)cc1
110 | i | i | COc1ccc(Nc2nc(C(=O)N3CCc4ccccc4C3)cs2)cc1
111 | i | i | N=c1oc2ccccc2cc1-c1nc2ccccc2c(=O)[nH]1
112 | i | i | CCCc1cc(=O)[nH]c(SCC(=O)NC(=O)OCC)n1
113 | i | i | O=C(Nc1ccc2c(c1)OCO2)C(c1ccc(Cl)cc1)N1CCC2(CC1)OCCO2 (stereo not given)
114 | i | i | CC(C)(C)n1nnnc1C(c1cccnc1)N1CCOCC1 (stereo not given)
115 | i | i | O=C(NC1CCN(CC(=O)N(c2ccccc2)c2ccccc2)CC1)c1ccc([N+](=O)[O-])cc1
116 | i | · | O=C(Nc1cccnc1Cl)c1ccc2c(Cl)c3c(nc2c1)CCC3
117 | i | i | CCOC(=O)c1ccccc1NC(=O)CSc1ncc(C(=O)OCC)c(N)n1
118 | i | i | Cc1ccc(N(CN2C(=O)C3CC=CCC3C2=O)C(=O)c2ccco2)cc1Cl (stereo not given)
119 | i | i | CCCc1c(O)nc(SCCN(CC)CC)n(C(=O)c2ccccc2)c1=O
120 | i | i | CC1(C)C2CCC(C2)C1(C)NC(=O)CNCc1cccs1 (stereo not given)

This is a random part of the collection; overall some 1.9% were active at least once.
